mABHD4 FP = ABHD4 (mouse) inhibition, primary FP screen; inhibition, % at 8.92 µM; 370,000 compounds, 0.54% hits; AID 720543; purified mABHD4, FP-Rh probe fluorescence polarization;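 active = inhibition exceeding the mean over every tested compound plus 3 SD, cut at about 30% in these data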;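 note: 0% = plate median of compound wells and 100% = S159A mutant with DMSO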
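Test system: mABHD4 protein | Buffer or medium: HEPES pH 7.0 buffer, 150 mM NaCl, 0.01% Pluronic F-127 | Probe or stimulus: FP-Rh fluorescent activity-based probe, added after compound pre-incubation | Timing: Pre-incubation 45 min, probe exposure 60 min, at 25 °C | Technique: Fluorescence polarization, excitation 525 nm, emission 598 nm, BODIPY TMR filters | Repeats: Single well per compound (singlicate)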
DDE Tn7 FP inh = disrupts Tn7 cyclic peptide binding to fibrin D-Dimer-E complex; inhibition, % at 8.3 µM; P02675; FP displacement of FITC-Tn7 peptide from fibrin DD(E); 0% = median of compound wells per plate; 370,000 compounds, 0.13% hits; AID 720508;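 active = inhibition above the mean of compounds falling within the control limits plus 3 SD of them, cut at about 14% in these data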;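 note: 0% = plate median of compound wells and 100% = 10 µM Aha-Tn7 peptide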
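Assay system: Fibrin-DD(E) protein isolated from polymerized human fibrin clots; read-out basis: percent inhibition; medium: Tris/NaCl/CaCl2 buffer, pH 7.8; signal: FP measurement; incubation: 10 min plus 3 h, room temperature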
PRMT1 FP inh = PRMT1 (human) inhibition, primary screen; 370,000 compounds, 1.3% hits; Q99873; recombinant PRMT1, activity-based probe fluorescence polarization; inhibition, % at 2.79 µM; AID 652257;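 active = inhibition above about 21% made by adding two undisclosed values, limit read from the data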
TCR-CD3 inh = inhibitors of human TCR-CD3 interaction | inhibition, % at 9.4 µM | TAMRA-labeled TCR probe fluorescence, biochemical | 360,000 compounds, 0.37% hits | AID 651800; in the data active = inhibition above about 19%;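 note: recombinant mutant TCR 2C K166C tagged with TAMRA read by polarization; 0% = receptor in buffer alone and 100% = receptor with positive control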
PG9 Ab binder = PG9 antibody binding by small molecule. TR-FRET gp120-PG9 antibody binding. inhibition, % at 6.7 µM. AID 624416. 360,000 compounds, 0.43% hits; in the data active = inhibition above about 8.5%
UHRF1 binding = human UHRF1 methylated DNA binding inhibitors; inhibition, % at 4.4 µM; 370,000 compounds, 0.75% hits; Q96T88; AID 687016; UHRF1 binding to methylated oligo, TR-FRET; in the data active = inhibition above about 21%;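 note: UHRF1 SRA domain binding a hemimethylated CpG hairpin DNA probe; 0% = median of test compound wells and 100% = reference inhibitor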
Target sequence (Q96T88 whole entry, looked up, the tested form may be a part): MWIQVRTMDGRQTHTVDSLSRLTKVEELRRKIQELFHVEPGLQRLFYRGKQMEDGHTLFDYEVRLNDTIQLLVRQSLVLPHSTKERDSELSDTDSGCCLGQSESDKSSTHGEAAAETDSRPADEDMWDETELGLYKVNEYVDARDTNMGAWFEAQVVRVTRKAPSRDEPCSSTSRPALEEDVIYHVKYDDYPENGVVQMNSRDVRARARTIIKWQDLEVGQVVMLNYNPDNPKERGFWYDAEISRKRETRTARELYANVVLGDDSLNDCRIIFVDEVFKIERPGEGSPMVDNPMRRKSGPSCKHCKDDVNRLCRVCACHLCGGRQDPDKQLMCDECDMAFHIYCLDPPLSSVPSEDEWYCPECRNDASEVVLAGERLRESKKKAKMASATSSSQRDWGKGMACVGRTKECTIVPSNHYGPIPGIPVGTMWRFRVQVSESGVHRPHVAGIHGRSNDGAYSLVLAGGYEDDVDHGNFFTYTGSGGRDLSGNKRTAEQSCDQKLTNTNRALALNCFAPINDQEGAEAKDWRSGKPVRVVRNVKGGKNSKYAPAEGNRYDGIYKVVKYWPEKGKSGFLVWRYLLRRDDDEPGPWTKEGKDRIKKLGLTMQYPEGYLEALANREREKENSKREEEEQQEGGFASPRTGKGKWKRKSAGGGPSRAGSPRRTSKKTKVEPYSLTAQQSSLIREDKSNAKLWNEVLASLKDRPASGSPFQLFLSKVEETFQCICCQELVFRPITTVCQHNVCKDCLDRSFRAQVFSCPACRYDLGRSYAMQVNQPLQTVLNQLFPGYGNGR
LEDGF integ inh = blocks HIV-1 LEDGF/p75-dependent DNA integration | 370,000 compounds, 0.64% hits | TR-FRET IN-LEDGF/p75 DNA integration, Eu/Cy5 | inhibition, % at 3.7 µM | AID 743269;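 active = inhibition above the screen-wide mean plus 3 SD, cut at about 13% in these data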;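 note: signal is the Cy5 over europium emission ratio at 671 and 618 nm; 0% = plate median of compound wells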
TDP2 inh = blocks human TDP2 phosphodiesterase activity; 370,000 compounds, 0.34% hits; recombinant TDP2, T5PNP hydrolysis, p-nitrophenol absorbance 415 nm; O95551; inhibition, % at 12.8 µM; AID 720702;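 active = inhibition above the mean of all tested compounds plus 3 SD, set per campaign, cut at about 25% in these data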;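 note: 0% = DMSO with enzyme and 100% = buffer with substrate but no TDP2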
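System – recombinant human TDP2 · Quantity – TDP2 enzyme at 120 nM final · Doses – single concentration, 12.8 µM nominal, with 1% DMSO · Incubation – 2 h at 37 °C · Measured by – epi absorbance of p-nitrophenol freed from T5PNP by hydrolysis · Read-out – % inhibition relative to enzyme-containing and enzyme-free wells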
SIAE inh = inhibitors of human sialic acid acetylesterase SIAE; 370,000 compounds, 0.69% hits; inhibition, % at 9.66 µM; Q9HAT2; SIAE FP-Rh probe binding, fluorescence polarization;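 active = inhibition above a cutoff: mean of compounds within the control limits plus 3 SD of those, cut at about 17% in these data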;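 note: 0% = plate median of compound wells and 100% = probe without SIAE protein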
HTRA1 inhibitor = inhibitors of human serine peptidase HTRA1; Q92743; recombinant HTRA1, FP-rhodamine activity-based probe, fluorescence polarization; inhibition, % at 5.96 µM; 340,000 compounds, 0.5% hits; in the data active = inhibition above about 36%;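 note: 0% = enzyme with DMSO and 100% = wells lacking enzyme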
The depositor's hits bear a star; . = no result given.

mABHD4 FP,DDE Tn7 FP inh,PRMT1 FP inh,TCR-CD3 inh,PG9 Ab binder,UHRF1 binding,LEDGF integ inh,TDP2 inh,SIAE inh,HTRA1 inhibitor,Structure
0,-5,4,1,2.6,5,-1,-5,-2,6,CSCCC(NC(=O)c1ccc([N+](=O)[O-])cc1Cl)C(=O)OCC(=O)NCC(F)(F)F (centres undefined)
-9,-6,-4,6,0.5,3,5,-7,-3,3,COC(=O)COc1ccc(S(=O)(=O)NCc2ccco2)cc1Cl
3,-7,-3,-7,-1.3,4,3,-12,0,5,CCN(CC)C(=O)c1ccc(-c2cccs2)s1
3,5,-3,-1,1.2,0,0,2,-4,1,CC1(C)CC(NC(=O)CC2CCCCC2)CC(C)(C)N1
0,-4,-4,-6,-0.9,-1,-3,-1,0,3,COc1cc(/C=N/NC2=NC(C)(C)Cc3ccccc32)cc(OC)c1OC
-3,1,-3,1,0.7,-2,0,-7,-23,-29,CCOC(=O)c1cc(NC(=O)c2cccnc2)cc(C(=O)OCC)c1
2,-3,-2,8,-2.2,-4,4,-3,5,2,O=C1CC(c2ccccc2)CC(O)=C1C=NCCCN1CCOCC1 (centres undefined)
-10,1,-4,-4,0.1,0,4,-20,-2,-2,O=C(CN1CCCC1)NCC12CC3CC(CC(C3)C1)C2
1,-5,7,-2,0.0,8,-3,0,0,3,CCCc1nc(SCC(=O)NNC(=O)c2ccc(OC)cc2)c2ccccc2n1
-2,6,1,2,-1.2,0,-2,-2,1,-5,O=C(NCc1ccc2c(c1)OCO2)C(c1ccco1)N(C(=O)c1csnn1)c1ccccc1 (centres undefined)
-1,-3,0,11,-2.1,0,-4,-13,0,0,CN1C(=O)c2ccc(NC(=O)C3CCCCC3)cc2C1=O
1,0,-1,-5,-1.1,4,-2,5,-7,-8,CCOc1cc(C(=O)CSc2nnc(CNc3ccc(Cl)cc3)o2)ccc1NC(=O)CC
-33,0,4,-1,-0.3,-1,-4,-1,-32,.,O=C1c2[nH]nc(-c3ccccc3)c2C(c2cccc(C(F)(F)F)c2)N1c1ccccc1 (centres undefined)
5,-2,-1,1,-0.5,0,-1,1,-1,9,CC[C@@H](C)[C@@H](C(=O)N1CCN(C(=O)OC(C)(C)C)CC1)n1cc(CCCCNC(=O)OC(C)(C)C)nn1
4,4,6,-10,-1.9,-1,-5,-10,4,2,Cc1ccc(CCNC(=O)c2nn(C)c3c2CS(=O)(=O)c2ccccc2-3)cc1
-5,-3,6,-6,4.2,2,4,-1,-7,11,CCCCNC(=S)NNC(=O)CCn1nc(C)c(Br)c1C
36*,2,1,-3,-16,-9,-3,5,0,35,CCOC(=O)C1=C(SCC)c2cc3c(n2C1=O)CCCC3
1,-10,-1,7,-1.5,2,2,-12,-1,13,COc1ccc(-c2nc(=S)c3c(n2CCN2CCOCC2)CC(C)(C)OC3)cc1
-38,3,3,-5,2.0,2,-3,7,12,.,CCc1nc2ccc(C(=O)Nc3cccc(OCC(=O)N(C)C)c3)cn2c1N(C)Cc1ccc(OC)cc1
4,3,0,.,.,6,3,-1,2,.,CCOC(=O)CC[C@@]1(C(=O)OCC)C[C@@H](CC(=O)N2CCSCC2)C(=O)N2CCCC=C21
2,-5,0,4,-0.3,-2,3,-1,2,-2,O=S(=O)(c1cccs1)N1CN(Cc2ccc(Cl)cc2)c2nc3ccccc3nc21
-8,-10,-2,7,-0.4,-1,0,-6,2,-12,CC(C)(C)Cc1nc2ccccc2n1CCc1ccccc1
-7,2,0,10,-0.9,-2,2,8,3,2,CC1Cc2ccccc2N1S(=O)(=O)c1cccc(C(=O)OCC(=O)N2CCOCC2)c1 (centres undefined)
14,0,-2,0,0.5,-5,1,13,2,3,Cc1[nH]c2ccccc2c1/C=N/NC(=O)Nc1ccccc1
4,2,0,-7,-1.8,2,-8,-10,-15,-22,COc1cc2ccccc2cc1C(=O)OCC(=O)N(CC(C)C)c1c(N)n(Cc2ccccc2)c(=O)[nH]c1=O
-7,-10,-1,0,0.1,-3,3,1,-3,.,COC(=O)C1(C(=O)OC)C[C@H](c2cccs2)N(Cc2ccccc2OC)[C@@H]1c1ccc(F)cc1
-3,-5,0,1,0.2,2,1,4,-8,-2,CC(=O)Cc1nsc(NC(=O)c2cc(-c3ccc(Cl)c(Cl)c3)oc2C)n1
7,1,3,-1,-1.7,4,2,-3,-3,6,Cc1ccc(S(=O)(=O)CC(=O)c2ccccc2[N+](=O)[O-])cc1
-1,-3,-2,-1,3.4,-2,-4,-1,-1,.,COc1ccc(/C=N/n2cnc3c([nH]c4ccc(Br)cc43)c2=O)cc1CN1CCOCC1
8,-7,-1,2,-0.5,-2,-2,1,8,14,CN(C)Cc1cc(C(C)(C)C)cc(N2CCOCC2)c1O

Ordered by the number under LEDGF integ inh (largest number first): 3 from the list above
smiles,LEDGF integ inh
CCN(CC)C(=O)c1ccc(-c2cccs2)s1,3
CN(C)Cc1cc(C(C)(C)C)cc(N2CCOCC2)c1O,-2
Cc1ccc(CCNC(=O)c2nn(C)c3c2CS(=O)(=O)c2ccccc2-3)cc1,-5

Going on with the list.
mABHD4 FP,DDE Tn7 FP inh,PRMT1 FP inh,TCR-CD3 inh,PG9 Ab binder,UHRF1 binding,LEDGF integ inh,TDP2 inh,SIAE inh,HTRA1 inhibitor,Structure
1,5,-3,2,-1.1,6,40*,5,-3,-3,CC(=O)N1CCC(N2CCN(c3ccccc3F)CC2)CC1
-3,-4,-1,5,0.5,-5,1,7,-3,-8,N/C(=N\OC(=O)CC1CCCCC1)c1cccnc1
10,-1,1,2,-0.8,-1,-1,1,0,-31,COc1ccc(C(CCN2CCCC2)c2c(OC)cc(OC)c3c(-c4ccccc4)cc(=O)oc23)cc1 (centres undefined)
-3,-3,-1,0,-1.9,2,0,-18,-5,4,CCCNC(=S)N1CCC(NC(=O)c2ccc(C)cc2)CC1
4,5,2,-2,0.5,1,1,-4,-3,-1,Cc1c(C(=O)OCC(C)(C)CN(C)C)oc2ccccc12
0,7,-2,-1,-2.6,-2,-4,0,3,-3,CCN(CC(=O)Nc1ccc(NC(C)=O)cc1)C(=O)c1ccc(NC2CC2)c([N+](=O)[O-])c1
4,-1,1,1,-1.1,4,-8,-10,2,3,O=C(Nc1c2c(nn1-c1ccccc1)CS(=O)(=O)C2)c1ccco1
1,0,3,0,-0.7,0,6,-3,-3,-2,CCOC(=O)c1ccc(N2C(=O)CC(C)(CC)CC2=O)cc1
3,-2,2,-4,-0.4,-2,-4,2,3,5,CCN(C[C@H]1N[C@@](CC)(C(=O)OC)[C@H]2C(=O)N(C)C(=O)[C@@H]12)S(=O)(=O)c1ccc(F)cc1
0,1,0,-3,1.5,1,2,1,5,1,CCOc1cccc(-c2nnc(SCC(=O)Nc3cccc(OC)c3)n2N)c1
3,0,2,4,0.1,-1,-1,9,0,.,CCC(C(=O)NCc1ccccc1)n1c(-c2ccc3c(c2)CCO3)nc2ccccc21 (centres undefined)
-6,-6,25*,8,-1.6,1,3,-9,-8,-10,C/C=C\C=C/C(=O)Nc1cccc(C2=NOC3(C2)C[C@@H](C(N)=O)N(C(=O)CCCCC)C3)c1 (some centres undefined)
3,-1,-1,3,-1.2,0,3,7,0,5,CCN(CC(=O)Nc1ccc(Br)cc1)C(=O)c1nc2nc(C)cc(C)n2n1
1,6,2,.,.,-2,-1,1,3,.,COC(=O)[C@]12C[C@H](CC(=O)NCc3ccc(OC)c(OC)c3)C(=O)N(Cc3ccco3)C1=C[C@H](C(C)(C)C)O[C@@H]2C
5,-5,3,5,-0.7,-2,0,18,26*,5,COc1ccc(C2=Nc3cccc4cccc(c34)N2)cc1
-5,0,5,-5,-0.8,0,3,3,0,8,CC(=O)NCCc1nc2cc(NC(=O)Nc3ccccc3)ccc2n1C
5,-2,-2,4,4.0,-4,2,15,3,2,O=C(O)CCC1=C2c3ccccc3CCN2C(=O)CC1
-7,8,3,-1,-1.4,2,-1,7,-1,-4,Cc1cccc(Oc2ccccc2NC(=O)C2=COCCO2)c1
-7,-2,1,1,-3.4,-1,1,4,6,-16,COC(=O)c1ccc(CSc2nc3cc(Cl)ccc3s2)o1
2,0,0,3,0.6,-2,-1,-2,0,-2,COc1ccc(C(=O)NCC(=O)OCc2nc(N)nc(Nc3ccccc3C)n2)cc1
4,5,6,-3,-2.0,3,-1,5,3,0,COC(=O)C(CC(C)C)NC(=O)c1cccs1 (centres undefined)
5,-4,2,6,-0.3,-1,-4,8,1,-2,O=C(CC1S/C(=N/N=C/c2ccco2)NC1=O)Nc1ccccc1 (centres undefined)
16,-9,2,0,-0.8,7,-3,21,-4,7,Cc1cc(Br)ccc1OCCN1CC(C)OC(C)C1 (centres undefined)
-4,-3,-2,0,-4.5,3,2,-5,6,-6,COc1c(F)c(F)c(C(=O)Nc2ccc(N3CCN(Cc4ccccc4)CC3)cc2)c(F)c1F
6,-2,-3,3,0.2,-2,2,18,2,4,Clc1c2c(nc3ccccc13)CCC2

From PubChem
